# mIAP block – mouse IAP inhibition. 0.2% of 330,000 active. inhibition, % at 10 µM. purified mouse IAP, CDP-Star luminescence, 30 min. AID 2806;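 active = inhibition of at least 40% at 10 µM in the primary screen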;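 note: plate controls were DMSO with enzyme for no effect and no enzyme wells for full effect; values of inactives mirror those of a sister screen read the other way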
# APOBEC3A inh – human APOBEC3A DNA deaminase inhibition; P31941; recombinant A3A, FAM/TAMRA ssDNA deamination fluorescence; inhibition, % at 20 µM; 0.41% of 330,000 active; AID 493011;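 active = at least 40% inhibition at 20 µM here, with at most 30% in a related deaminase screen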;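 note: plate controls were A3A with DMSO for no effect and wells lacking A3A enzyme for full effect; some results filed as inactive read as strong as hits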
# Target sequence (P31941 whole entry, looked up): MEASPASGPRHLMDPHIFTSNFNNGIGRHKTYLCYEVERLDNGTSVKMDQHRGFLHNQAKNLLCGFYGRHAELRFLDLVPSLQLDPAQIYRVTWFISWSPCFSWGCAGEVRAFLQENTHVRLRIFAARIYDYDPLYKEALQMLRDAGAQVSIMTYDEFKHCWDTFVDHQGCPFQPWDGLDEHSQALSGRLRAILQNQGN
# beta cell repl – induces beta-cell replication in MIN6 cells; MIN6 cells proliferation, ATPlite luminescence, 48 h; cells starved in 0.2% serum; 100% = growth in 10% serum; proliferation, % at 10 µM; 0.29% of 330,000 active; AID 2380;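 active = compounds whose signal lies at least 3.5 SD above the mean of all wells on their plate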;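 note: 0% = DMSO-treated cells in low-serum medium and 100% = 10% serum control; some compounds called inactive have numbers as strong as hits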
# GRIN3A LBD mod – NR3A (human) ligand-binding domain modulation; NR3A LBD differential scanning fluorimetry, Tm shift; 0% = protein alone, 100% = glycine-bound protein; Tm shift relative to glycine control, % at 25 µM; 2.5% of 340,000 active; AID 1259313;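 active = melting temperature shift of at least 10% of the positive control shift, at one fixed dose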
# MPTP inh – permeability transition pore inhibition; AID 602449; 1.4% of 360,000 active; inhibition, % at 10 µM; isolated mouse mitochondria, Ca2+ swelling absorbance, 30 min;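 active = inhibition of 50% or more, scaled per plate between neutral and stimulator controls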;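 note: 0% = DMSO wells given calcium and 100% = 1 mM EGTA wells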
# hIAP block – human IAP inhibition. purified IAP, CDP-Star luminescence, 30 min. inhibition, % at 10 µM. 0.12% of 330,000 active;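 active = inhibition reaching a set limit with compound at 10 µM in the primary screen, cut at about 35% in these data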;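 note: plate controls were DMSO wells with enzyme for no effect and no-enzyme buffer wells for full effect; values of inactives mirror those of a sister screen read the other way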
# Target sequence (P09923 whole entry, looked up): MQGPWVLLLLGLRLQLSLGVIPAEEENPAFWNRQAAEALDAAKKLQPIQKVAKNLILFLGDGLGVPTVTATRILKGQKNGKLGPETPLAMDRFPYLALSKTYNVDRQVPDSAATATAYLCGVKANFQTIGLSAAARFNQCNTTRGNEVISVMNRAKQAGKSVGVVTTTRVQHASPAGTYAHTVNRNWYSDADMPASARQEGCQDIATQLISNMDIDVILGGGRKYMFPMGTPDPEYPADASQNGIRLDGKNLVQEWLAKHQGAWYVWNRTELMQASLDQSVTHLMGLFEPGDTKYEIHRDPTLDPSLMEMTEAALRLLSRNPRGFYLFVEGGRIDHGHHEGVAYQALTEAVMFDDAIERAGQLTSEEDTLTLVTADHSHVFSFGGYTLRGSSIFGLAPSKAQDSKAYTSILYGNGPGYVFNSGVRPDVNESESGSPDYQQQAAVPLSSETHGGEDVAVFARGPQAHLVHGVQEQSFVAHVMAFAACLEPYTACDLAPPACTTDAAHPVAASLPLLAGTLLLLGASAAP
# hIAP act – human IAP activation; purified human IAP, CDP-Star luminescence, 30 min; hits give high values; 1 = vehicle-only enzyme, 0 = enzyme-free background; 0.16% of 330,000 active; activation factor at 10 µM;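 active = activation factor of the enzyme at least 2-fold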; note: the source names both 10 and 20 µM as test concentration; values of inactives mirror those of a sister screen read the other way
# APOBEC3G inh – inhibitors of human APOBEC3G DNA deaminase; Q9HC16; recombinant A3G, ssDNA deamination FAM/TAMRA fluorescence; 0.28% of 330,000 active; AID 493012; inhibition, % at 20 µM;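 active = inhibition of at least 40% at 20 µM, with no more than 30% in the related APOBEC3A deaminase screen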;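 note: plate controls were DMSO wells with A3G for no effect and wells lacking A3G enzyme for full effect; some compounds called inactive have numbers as strong as hits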
# Target sequence (Q9HC16 whole entry, looked up): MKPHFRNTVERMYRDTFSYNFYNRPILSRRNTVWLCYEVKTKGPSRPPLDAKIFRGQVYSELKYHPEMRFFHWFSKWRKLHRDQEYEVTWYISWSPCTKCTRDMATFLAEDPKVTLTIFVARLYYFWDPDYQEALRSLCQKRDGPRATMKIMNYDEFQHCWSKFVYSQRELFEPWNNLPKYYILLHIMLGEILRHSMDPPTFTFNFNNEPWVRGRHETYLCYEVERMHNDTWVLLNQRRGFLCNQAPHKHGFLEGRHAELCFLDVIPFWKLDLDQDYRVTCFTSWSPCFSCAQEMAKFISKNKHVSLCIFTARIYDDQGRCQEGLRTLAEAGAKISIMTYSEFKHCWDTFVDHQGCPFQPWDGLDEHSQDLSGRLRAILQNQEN
# mIAP act – increases mouse intestinal alkaline phosphatase activity; muIAP, CDP-Star luminescence, 30 min; hits give high values; 1 = vehicle-only enzyme signal, 0 = enzyme-free wells; activation factor at 10 µM; 0.24% of 330,000 active; AID 2805;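 active = activation factor of at least 2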; note: the source names both 10 and 20 µM as test concentration; values of inactives mirror those of a sister screen read the other way
#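 Assay system: mouse IAP enzyme; reagent: chemiluminescent substrate CDP-Star; dosing: test compounds delivered from DMSO solution; schedule: 30 min at room temperature; measured by: luminescence from enzymatic CDP-Star hydrolysis; controls: DMSO-only wells and no-enzyme negative control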
# * marks the source's active call; other numbers are inactive results; x = no result given.
SMILES,mIAP block,APOBEC3A inh,beta cell repl,GRIN3A LBD mod,MPTP inh,hIAP block,hIAP act,APOBEC3G inh,mIAP act
CN(C)c1oc(-c2ccc(OCc3ccc(Cl)cc3)cc2)nc1C#N,6,0,-2,29*,1.9,12,0.89,-4,0.94
CCn1c(CSc2nc(C)cc(C)n2)nnc1SCC(=O)Nc1ccccc1,1,1,-2,0,-0.3,2,0.97,-1,0.99
Cc1ccc(NC(=O)NCCCc2ccccc2)cc1,-117,-1,0,-27,7.3,4,0.96,-3,2.2*
COC(=O)c1cc(C#N)c(N(C)Cc2ccccc2)nc1C,10,4,-3,1,1.1,-3,1,3,0.9
O=C(OCc1cc(=O)n2c(n1)sc1ccccc12)c1ccc(O)cc1,2,21,1,-7,1.0,-1,1,10,0.98
COc1ccc(C(=O)NC2CC2)cc1OC1CCN(Cc2ccccc2F)CC1,-4,0,2,-1,0.3,-10,1.1,0,1
Cc1ccc(NC(=S)N(Cc2ccco2)C(C)c2cccs2)cc1 (centres undefined),1,0,-2,2,0.7,5,0.95,10,0.99
CC(C)(C)NC(=O)CN(c1cccc([N+](=O)[O-])c1)S(=O)(=O)c1ccccc1,2,-1,-2,-1,-0.4,-11,1.1,-5,0.98
O=S(=O)(NCC(c1cccnc1)N1CCN(c2ccc(F)cc2)CC1)c1cccs1 (centres undefined),12,4,-3,-1,5.4,0,1,-1,0.89
CC(C)c1nc(SCC(=O)NCC2CCCO2)c2c(=O)n(C)c(=O)n(C)c2n1 (centres undefined),2,1,-3,-3,-0.6,4,0.96,-6,0.98

# Five entries already listed, arranged by length of the SMILES, highest first:
SMILES,mIAP block,APOBEC3A inh,beta cell repl,GRIN3A LBD mod,MPTP inh,hIAP block,hIAP act,APOBEC3G inh,mIAP act
O=S(=O)(NCC(c1cccnc1)N1CCN(c2ccc(F)cc2)CC1)c1cccs1 (centres undefined),12,4,-3,-1,5.4,0,1,-1,0.89
CCn1c(CSc2nc(C)cc(C)n2)nnc1SCC(=O)Nc1ccccc1,1,1,-2,0,-0.3,2,0.97,-1,0.99
CN(C)c1oc(-c2ccc(OCc3ccc(Cl)cc3)cc2)nc1C#N,6,0,-2,29*,1.9,12,0.89,-4,0.94
COC(=O)c1cc(C#N)c(N(C)Cc2ccccc2)nc1C,10,4,-3,1,1.1,-3,1,3,0.9
Cc1ccc(NC(=O)NCCCc2ccccc2)cc1,-117,-1,0,-27,7.3,4,0.96,-3,2.2*

# Remaining list, next part
SMILES,mIAP block,APOBEC3A inh,beta cell repl,GRIN3A LBD mod,MPTP inh,hIAP block,hIAP act,APOBEC3G inh,mIAP act
COc1ccc(N2CCN(S(=O)(=O)c3cn(C)cn3)CC2)cc1,-1,-5,5,-5,-0.5,-11,1.1,-5,1
O=c1ccc2ccc(O[C@@H]3O[C@H](CO[C@@H]4OC[C@](O)(CO)[C@H]4O)[C@@H](O)[C@H](O)[C@H]3O)cc2o1,3,-4,-2,1,-1.8,19,0.81,-12,0.97
COc1cc(C2c3c(n[nH]c3C)C(=O)N2c2ccc(C)cc2)ccc1O (centres undefined),-8,-1,2,0,4.3,4,0.96,-2,1.1
O=C(Nc1ccccc1C(=O)Nc1ccc(F)cc1)c1ccco1,-8,0,-4,0,-0.9,10,0.9,-1,1.1
O=c1[nH]nc(SCc2ccccc2)c(=O)[nH]1,0,2,2,5,-12,-8,1.1,-5,1
CC1(c2ccc([N+](=O)[O-])cc2)NC(=O)N(CC(=O)Nc2ccc(N3CCCCC3)cc2)C1=O (centres undefined),6,5,-2,-2,-1.5,-23,1.2,2,0.94
COc1ccccc1C(CNC(=S)NCc1ccccc1)N1CCCC1 (centres undefined),-19,0,1,-2,-0.2,1,0.99,-4,1.2
COC(=O)CCCC1=CC2=C(c3ccccc3)C(=O)C(C)(OC(=O)C3CCCC3)C(=O)C2=CN1Cc1ccc(OC)cc1 (centres undefined),-1,4,-8,-3,-1.3,-14,1.1,14,1
O=C(Cn1nc(C(F)(F)F)cc1C1CC1)NCc1ccccc1F,7,-1,0,-2,1.6,16,0.84,-4,0.93
COC(=O)c1ccccc1NC(=O)CCc1ccccc1,2,-3,0,-4,0.9,21,0.79,-5,0.98
CCOc1ccc(-c2cccc(NS(=O)(=O)c3cc([N+](=O)[O-])ccc3Cl)c2)nn1,-4,3,-4,8,0.9,-8,1.1,-6,1
Cc1ccc(F)c(C2C3C=CCC(c4cccc(-c5ccc(N(C)C)cc5)c4)C3C(=O)N2Cc2ccccc2)c1 (centres undefined),-4,-2,-6,-1,1.8,-17,1.2,-12,1
CC(=O)Nc1ccc(N2CCN(C(C)=O)CC2)cc1,-3,1,-2,-3,-0.8,-5,1,3,1
Cc1cnc(NC(=O)C2CCCC2)s1,-1,1,0,-1,-2.3,-6,1.1,3,1
O=C(O)c1cc2nc(-c3ccc(F)cc3)cc(C(F)(F)F)n2n1,3,4,-1,-2,-4.3,-11,1.1,-6,0.97
COc1ccc(NC(=O)COc2ccc(/C=C/c3cc[n+](C)cc3)cc2OC)cc1,2,52*,0,-1,-0.2,1,0.99,7,0.98
Cc1ccc(S(=O)(=O)n2ccc(-c3cccc(OCc4c(F)cccc4Cl)c3)n2)cc1,1,-5,-3,1,0.4,-76,1.8,-8,0.99
Clc1ccccc1/C=N/c1cc(-c2ccccc2)nn1-c1ccccc1,16,-1,-5,-9,1.2,24,0.77,-8,0.84
O=C(O)CCCCCCCCCC[n+]1ccccc1,-3,-7,-4,-1,0.8,-22,1.2,-8,1
CC(OC(=O)c1cccc(-n2cnnn2)c1)C(=O)NC1(C#N)CCCCC1 (centres undefined),6,-6,-3,0,-1.5,14,0.86,-6,0.94
C/C(=N\Nc1ccccn1)c1ccc(C#N)cc1,4,3,-2,1,5.1,-7,1.1,1,0.95
CCOC(=O)c1c(C)[nH]c(C(=O)OCC(=O)N2CCN(S(=O)(=O)c3ccc(C)cc3C)CC2)c1C,4,-4,3,-3,-0.3,-3,1,-4,0.96
Brc1ccc(CN2CC[C@H]3C=CCc4cccc(c43)C2)cc1,0,-2,-5,3,4.2,13,0.87,-7,1
Cc1noc(C)c1CSCC(=O)Nc1cccc(C(F)(F)F)c1,-11,2,-5,-1,-0.2,0,1,-3,1.1
COc1ccc(-c2cc(C(=O)OC3CCOC3=O)c3ccccc3n2)cc1OC (centres undefined),1,-1,-1,1,-3.1,10,0.9,-1,0.99
CCN(CC)C(=O)c1cc(C(C)(C)C)c(O)c(C(C)(C)C)c1,6,-3,0,-3,7.2,19,0.81,-7,0.94
O=C(N/N=C/c1coc2ccccc2c1=O)c1cc(Br)ccc1O,18,-1,-4,-5,1.0,-19,1.2,-7,0.82
C/C(=N\NC(=O)CCCNc1ccccc1)c1ccncc1,-1,-7,-2,-1,-1.5,-19,1.2,-4,1
c1ccc2c(c1)ccc1nnc(-c3ccc4c(c3)OCO4)n12,-1,0,-3,-2,-5.4,-1,1,-3,1
O=C(O)C(Cc1ccccc1)NC(=O)C(c1ccccc1)c1ccccc1 (centres undefined),0,1,-1,-4,0.2,13,0.87,-5,1
Cc1ccc(NC(=O)c2ccc(-n3cncn3)c([N+](=O)[O-])c2)cc1F,8,0,2,7,1.9,-26,1.3,-7,0.92
O=C(O)C1CCN(C(=O)CCN2C(=O)S/C(=C\c3ccccc3)C2=O)CC1,4,-4,1,0,-1.8,0,1,-8,0.96
CCOC(=O)c1cnc(-c2ccccc2)[nH]c1=O,30,3,-1,0,-0.4,6,0.94,-3,0.69
CC1CCCC(C)N1C(=O)COc1ccc(C(=O)Nc2ccccc2N2CCOCC2)cc1 (centres undefined),3,4,-2,0,0.4,1,0.99,3,0.97
COc1ccc(CNC(=O)N2CCN(c3ccccc3)CC2)cc1,0,-4,-3,5,-2.8,-10,1.1,-8,1
O=C(COC(=O)c1ccc(NS(=O)(=O)c2ccc(F)c(F)c2)cc1)NCC1CCCO1 (centres undefined),6,-5,0,-1,-0.7,-12,1.1,-5,0.94
Cc1c(/C=N/NC(=O)c2cccnc2)cc(C#N)n1C,-10,4,0,2,-0.6,8,0.92,-7,1.1
CCOc1ccc(S(=O)(=O)Nc2cccc(C(=O)NCC(c3ccc(OC)cc3)N3CCOCC3)c2)cc1 (centres undefined),6,0,0,2,-1.3,-16,1.2,4,0.94
Cc1nc(NC(C)(C)CO)c([N+](=O)[O-])cc1[N+](=O)[O-],8,1,1,-2,1.3,2,0.98,-5,0.92
Cc1ccc(NNC(=O)c2ccno2)c(C)c1,-10,-5,-4,0,1.7,-4,1,46*,1.1
O=C(COC(=O)c1cc(S(=O)(=O)N2CCc3ccccc3C2)ccc1Cl)NCc1ccco1,18,9,-4,0,-0.3,12,0.88,4,0.81
O=C(Nc1ccc(N=Nc2ccccc2)cc1)c1ccccc1Cl,4,-4,0,15*,3.6,-7,1.1,-8,0.96
O=C(CN(C(=O)c1csnn1)c1ccc(Br)cc1)NC1CCCCC1,2,-4,1,-1,0.2,-7,1.1,-10,0.98
O=C(c1ccc(F)cc1)c1cn(Cc2ccc(F)cc2)c2cc3c(cc2c1=O)OCCO3,5,-23,-1,3,-1.5,16,0.84,-6,0.95
O=C(NC1CC1)C1CCN(S(=O)(=O)c2cc([N+](=O)[O-])ccc2Cl)CC1,19,88,-4,-1,-1.1,7,0.93,42,0.81
Cc1c(C(Nc2ccccn2)c2ccc(Cl)cc2)c(=O)n(-c2ccccc2)n1C (centres undefined),-10,-5,2,-2,0.4,-18,1.2,-10,1.1
O=C1C2C(c3ccccc3)CC=CC2[C@H](c2ccc(C(F)(F)F)cc2)N1Cc1ccccc1 (some centres undefined),-8,-1,-8,4,-0.7,-12,1.1,-9,1.1
CCOC(=O)c1c(NC(=O)CCC(=O)N(CC)CC)sc2c1CC(C)(C)OC2,-2,-4,-1,-1,1.7,-19,1.2,-2,1
C/C(CC(=O)NC(C)C)=N\NC(=O)C(c1ccccc1)c1ccccc1,-8,-1,3,2,1.3,17,0.83,-6,1.1
O=C(N[C@@H]1C[C@H]2CC[C@@H]1C2)c1ccco1,-6,-2,-1,0,0.9,-33,1.3,-1,1.1
# Further entries:
SMILES,mIAP block,APOBEC3A inh,beta cell repl,GRIN3A LBD mod,MPTP inh,hIAP block,hIAP act,APOBEC3G inh,mIAP act
CCS(=O)(=O)N1CCC(C(=O)Oc2ccc(Br)cc2)CC1,14,-7,0,-1,1.2,-3,1,-7,0.86
COc1ccc(NC(=O)c2ccccc2C(=O)N2CCCCC2)cc1,8,-1,1,-2,11,8,0.92,0,0.92
COc1cccc(C2/C(=C(\O)c3ccc4c(c3)OCCO4)C(=O)C(=O)N2CCCn2ccnc2)c1 (centres undefined),4,-4,2,-3,-0.6,-21,1.2,-4,0.96
COc1cc(-c2noc(C)c2/C=C/c2ccc(C(=O)O)cc2)cc(OC)c1OC,1,32,-3,-4,-0.4,-12,1.1,2,0.99
COc1ccc(C(CNC(=O)CNC(=O)c2cccc(C)c2)N2CCOCC2)cc1 (centres undefined),2,-5,-3,2,-1.4,-4,1,-9,0.98
COC(=O)CCN(Cc1cc(OC)ccc1OC)S(=O)(=O)c1ccccc1Br,9,2,x,0,-0.3,x,x,5,0.91
Cc1cc(C(=O)NC2CCN(Cc3ccccc3)CC2)n[nH]1,6,-2,3,3,-1.6,-9,1.1,-5,0.94
O=C(NNS(=O)(=O)c1ccccc1)c1sccc1-n1cccc1,7,-4,-1,-1,0.5,-5,1,-2,0.93
COc1ccccc1OCCCn1c(=O)sc2ccccc21,7,-1,3,1,5.0,4,0.96,-8,0.93
C/C(CC(=O)NC1CCCCCC1)=N\NC(=O)c1cnccn1,-4,1,0,-8,-0.9,-10,1.1,3,1
O=C(c1nc2ccccn2c1CNCCCn1nnc2ccccc21)N1CCOCC1,5,4,0,-3,0.9,-24,1.2,-10,0.95

# Source: PubChem BioAssay
